From PubChem BioAssay
NPC1 prom act – activators of NPC1 promoter | Huh7 NPC1 promoter luciferase reporter, 24 h | Potency, µM (doses to about 9.22 µM), for the others: top-dose activation, hits mostly activators | 2.4% of 320,000 active | AID 485313;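 also: potency is read from the fitted curve at half-maximal effect; % of control where 0% means no effect; nearly all actives have a fitted effect of over 60% in size; reporter is driven by a mutant NPC1 promoter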
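Readout is luciferase luminescence, reflecting NPC1 promoter activation in stably transfected Huh7 cells after 24 h compound exposure at 37 °C in reduced-serum medium with 10% FBS.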
p53 reactivator – restores transcriptional activity of mutant p53; Potency, µM (highest dose often 92.2 µM), without a hit: top-dose activity change, positive = activation, most hits filed as activators; 0.063% of 320,000 active; H1299 p53-A138V BP100-luciferase reporter, luminescence, 24 h; also: potency is read from the fitted curve at half-maximal effect; % of control where 0% means no effect; nearly all actives have a fitted effect of over 45% in size
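p53-null H1299 cells stably carrying temperature-sensitive p53-A138V and a BP100-luciferase reporter were pinned with compounds (4-point, 1:5 series) and held 24 hrs at 37 deg C. Luminescence was read 10 min after detection reagent.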
FLuc modulator – inhibits or activates purified firefly luciferase, miR-21 counter-screen | P08659 | purified FLuc, Km substrates, luminescence inhibition | Potency, µM (highest dose often 57.5 µM), without a hit: at the highest dose activity change, negative = inhibition, actives largely listed as inhibitors | 6.9% of 360,000 active | AID 588342;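 also: potency is read from the fitted curve at half-maximal effect; plate controls were vehicle for no effect and reference inhibitor for full effect; nearly all actives have a fitted effect of over 55% in size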
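Purified P. pyralis luciferase, 10 nM final, with Km-level 10 uM D-luciferin and 10 uM ATP in 50 mM Tris acetate pH 7.5, 10 mM Mg acetate, 0.01% Tween-20, 0.05% BSA; 6-point qHTS titration about 60 µM downward; luminescence read.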
BRCA1 expr up – increases BRCA1 expression. AID 624202. 1.1% of 380,000 active. MCF7-BRCA1-FFLuc reporter, luminescence, 48 h; response scale: scaled: vehicle 0%, 10 µM genistein 100%. Potency, µM (highest dose often 46.1 µM), without a hit: at the top dose activation, most hits filed as activators; also: potency is read from the fitted curve at half-maximal effect; nearly all actives have a fitted effect of over 80% in size; some results filed as inactive show a strong effect at the top dose
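MCF7-BRCA1-FFLuc, 2000 cells/well; 2 h attach, 37 °C/5% CO2; compound 48 h; luciferase substrate 15 min; luminescence end-point. Norm. to genistein 10 microM max activation and DMSO; concentration-response curves fitted.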
Menin MLL FP TR – displaces Texas Red mutant MLL peptide from human menin; Menin + Texas Red MLL mutant peptide, fluorescence polarization; Potency, µM (titrated, usually from 61.6 µM), for inactives: top-dose FP activity change, negative = inhibition, usual class: inhibitors; 0.23% of 270,000 active; AID 1768; active = well fitted inhibition curve with a large enough effect in the polarisation, with a control signal flat, not every such curve was filed as active; inconclusive = small, poorly fitted or top-dose-only effect, or effect the other way, or a change in a side signal; inactive = no such curve, though single readings can be large or run the other way; the % refers to the polarisation; also: potency is read from the fitted curve at half-maximal effect; % of control where 0% means no effect; many of its hits are not listed in these tables
Target sequence (O00255 whole entry, looked up): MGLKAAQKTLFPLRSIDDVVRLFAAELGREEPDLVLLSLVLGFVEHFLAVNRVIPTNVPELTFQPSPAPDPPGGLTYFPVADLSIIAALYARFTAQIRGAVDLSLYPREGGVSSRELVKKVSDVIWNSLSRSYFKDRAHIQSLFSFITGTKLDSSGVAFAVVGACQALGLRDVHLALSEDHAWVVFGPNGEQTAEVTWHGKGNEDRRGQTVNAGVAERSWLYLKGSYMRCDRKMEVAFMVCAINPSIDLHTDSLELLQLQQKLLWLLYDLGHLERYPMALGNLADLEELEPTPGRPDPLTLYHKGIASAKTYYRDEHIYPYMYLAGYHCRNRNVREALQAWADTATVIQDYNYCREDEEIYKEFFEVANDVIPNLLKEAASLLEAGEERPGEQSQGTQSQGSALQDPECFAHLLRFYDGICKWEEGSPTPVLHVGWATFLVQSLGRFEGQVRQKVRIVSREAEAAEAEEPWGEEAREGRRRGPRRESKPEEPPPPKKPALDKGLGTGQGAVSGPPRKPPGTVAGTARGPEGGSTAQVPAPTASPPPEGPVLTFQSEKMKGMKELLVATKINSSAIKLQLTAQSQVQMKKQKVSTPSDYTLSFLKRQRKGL
VP16 counter – Gal4-VP16 reporter inhibition counter-screen. Potency, µM (series often up to 53.6 µM), for inactives: at the highest dose activity, negative = inhibition, hits mostly inhibitors. Drosophila S2 Gal4-VP16 UAS-luciferase, luminescence, 20 h. 3.5% of 310,000 active;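 also: Gal4-VP16 expression switched on by copper sulfate through the metallothionein promoter; potency is read from the fitted curve at half-maximal effect; % is scaled to controls: 0 for no effect and ±100 for the full control effect; nearly all actives have a fitted effect of over 50% in size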
Giardia kill – Giardia lamblia killing; Giardia lamblia trophozoite viability; activity change, % at 7.66 µM, hits read low; 0.15% of 340,000 active; in the data active = activity change below about -80%; inconclusive = between about -30% and that limit;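 also: parasites exposed to compound for two days anaerobically before the ATP read; % is scaled to controls: 0 for no effect and ±100 for the full control effect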
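Compounds were tested on trophozoites seeded at 100 cells/well and held 48 hrs at 37 deg C anaerobically. An ATP-based luminescent kit measured the remaining live cells.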
RORg inh – blocks mouse ROR gamma transcriptional activity; Drosophila S2 Gal4-RORgamma UAS-luciferase reporter, 20 h; Potency, µM (series often up to 53.6 µM), inactives show top-dose activity change, negative = inhibition, actives largely listed as inhibitors; 5.4% of 310,000 active; also: potency is read from the fitted curve at half-maximal effect; % is scaled to controls: 0 for no effect and ±100 for the full control effect; nearly all actives have a fitted effect of over 60% in size
Target sequence (P51450 whole entry, looked up, the tested form may be a part): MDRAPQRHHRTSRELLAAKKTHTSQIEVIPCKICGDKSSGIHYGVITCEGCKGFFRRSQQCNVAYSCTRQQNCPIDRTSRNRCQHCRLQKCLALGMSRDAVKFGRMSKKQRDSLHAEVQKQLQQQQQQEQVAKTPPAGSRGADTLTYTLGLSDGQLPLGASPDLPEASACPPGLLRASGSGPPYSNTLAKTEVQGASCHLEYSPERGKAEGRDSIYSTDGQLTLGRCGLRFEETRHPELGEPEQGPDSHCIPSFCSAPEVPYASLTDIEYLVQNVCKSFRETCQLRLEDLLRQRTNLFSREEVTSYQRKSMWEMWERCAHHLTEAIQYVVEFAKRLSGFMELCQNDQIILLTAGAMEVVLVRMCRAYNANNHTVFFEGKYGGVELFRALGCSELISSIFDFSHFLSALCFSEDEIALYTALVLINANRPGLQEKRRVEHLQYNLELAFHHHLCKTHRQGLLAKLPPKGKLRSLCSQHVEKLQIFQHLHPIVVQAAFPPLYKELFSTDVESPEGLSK
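ROR gamma transcriptional activity was tracked as Gal4-UAS luciferase output in stably transfected Drosophila Schneider cells, with compound added 1 hr before 700 uM copper sulfate induction and a 20 hr ambient-temperature incubation.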
Rab9 promoter act – activates the Rab9 promoter; Huh7 Rab9 promoter-luciferase reporter, luminescence, 24 h; Potency, µM (top dose mostly 9.22 µM), for inactives: top-dose activation, negative = inhibition, usual class: activators; 2.8% of 320,000 active; AID 485297; also: potency is read from the fitted curve at half-maximal effect; % of control where 0% means no effect; nearly all actives have a fitted effect of over 60% in size
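Promoter activation is measured as luciferase luminescence in Huh7 cells stably transfected with a Rab9 promoter–luciferase construct, following 24 h compound exposure at 37 °C and 10 min reagent incubation at ambient temperature.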
PKM2 act – activators of human pyruvate kinase M2 | P14618 | purified PKM2, Kinase-Glo ATP luminescence, activation; response scale: 0% is enzyme alone, no compound | Potency, µM (titrated, usually from 57.5 µM), without a hit: at the top dose activation, actives largely listed as activators | 0.34% of 260,000 active | AID 1631; also: potency is read from the fitted curve at half-maximal effect; % is scaled to controls: 0 for no effect and ±100 for the full control effect; nearly all actives have a fitted effect of over 55% in size
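ATP formation by purified human PK-M2, quantified via coupled luciferase luminescence after 1 h at room temperature with 0.1 mM ADP and 0.5 mM PEP final.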
ELG1 genotoxic – inducers of genotoxicity in HEK293T ELG1-luciferase cells. HEK293T ELG1-luciferase reporter, luminescence, 16 h. Potency, µM (highest dose often 46 µM), inactives show at the highest dose activity change, positive = activation, usual class: activators. 1.3% of 330,000 active; also: potency is read from the fitted curve at half-maximal effect; % of control where 0% means no effect; nearly all actives have a fitted effect of over 60% in size
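Cells (2,000/well) expressing the ELG1-luciferase fusion are dosed by pin tool and kept 16 hr at 37 °C, 5% CO2. Signal comes from ONE-Glo luciferase reagent after 30 min at room temperature.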
* = called active by the depositor; ? = inconclusive; . = not tested or not shown; & = joins results of further samples; [ ] = dose if it differs, or a comment. Unless noted, calls follow the shape of the dose curve; as a rule, active = well fitted curve in the direction sought with a large enough effect; inconclusive = small, poorly fitted or top-dose-only effect, or another doubt; inactive = no such curve, though single readings can be large; an effect the other way counts as inactive or inconclusive. These rows are one share of the data. The share of hits here may be higher or lower than overall.

SMILES	NPC1 prom act	p53 reactivator	FLuc modulator	BRCA1 expr up	Menin MLL FP TR	VP16 counter	Giardia kill	RORg inh	Rab9 promoter act	PKM2 act	ELG1 genotoxic
CN1CCN(CC(=O)Nc2cc(N3CCOCC3)ccc2[N+](=O)[O-])CC1	0%	7%	-4%	0%	11%	0%	11	-7%	12%	-7%	1%
O=C(OCc1nnc(-c2ccccc2)o1)c1ccc2ccccc2n1	-2%	6%	?	4%	1%	25%	-11	?	13%	-3%	?
COc1ccc(CCN2Cc3c(cccc3[N+](=O)[O-])C2=O)cc1OC	-1%	-4%	6%	-1%	-22%	8%	1	3%	1%	.	-7%
O=C(Cn1cnc2c(nnn2Cc2ccccc2F)c1=O)NCC1CCCO1 (configuration not stated)	-2%	-8%	3%	-15%	-7%	-17%	-11	-16%	-2%	7%	1%
Cc1nc2ncnn2c(N2CCCC(C(=O)Nc3ccc4c(c3)CCC4)C2)c1C (configuration not stated)	-3%	-9%	-3%	-54%	-12%	-14%	7	-17%	-15%	-10%	-10%
Cc1cccc(NC(=O)c2cc(NC(=O)C3CC=CCC3C(=O)O)ccc2N2CCOCC2)c1 (configuration not stated)	-1%	4%	15%	-16%	-1%	0%	3	-1%	-5%	3%	1%
CSC1=C(C#N)C(c2ccncc2)C(C(=O)Nc2ccccc2)=C(C)N1 (configuration not stated)	0%	-2%	-2%	0%	-1%	-7%	11	12%	-8%	-35%	-1%
COCCNC(=O)[C@@]1(C)C=C[C@@H](Cc2ccccc2)N1C(=O)c1ccccc1	6%	18%	?	12%	?	18%&29%	-2	13%&7%	26%	3%&-1%	13%
CCCCN(CC)Cc1ccc(CNC(=S)Nc2cccc(F)c2)o1	4%	6%	-7%	-22%	22%	?	-6	1%	-4%	-9%	-12%
C=CCNC(=O)CC1C(=O)NCCN1Cc1c(F)cccc1Cl (configuration not stated)	-3%	-1%	0%	1%	8%	-2%	0	0%	-2%	3%	0%
CCn1c(Cc2cccs2)nnc1SCC(=O)c1ccc(C)cc1	0%	22%	?	26%	-3%	20%	-20	35%	15%	-2%	14%
CCOC(=O)N1CCN(C(=O)COc2ccc(Cl)cc2C)CC1	1%	-2%	1%	-18%	.	14%	7	-1%	0%	1%	-1%
CCN(Cc1ccccc1)C(=O)CSc1nc(C)cc(C)c1C#N	-3%	-8%	2%	1%	-10%	-19%	4	3%	1%	3%	1%
CCOc1ccc(CCNC(=O)COC(=O)COc2ccc(C(=O)CC)cc2)cc1OCC	-1%	4%	?	-4%	.	.	2	.	-1%	.	16%
Cc1ccc(C)c(NC(=O)C2=CCN(S(=O)(=O)c3ccc(F)cc3)CC2)c1	-4%	-2%	0%	-11%	-17%	-11%	22	-30%	-1%	-9%	2%
O=C(Nc1ccc2oc(-c3ccccc3)nc2c1)C1CCCO1 (configuration not stated)	2.2µM*	?	7.6µM*	?	0%	-21%	-16	-37%	2.8µM*	-1%	18µM*
CCCc1nnc(NC(=O)Cn2c(=O)oc3ccccc32)s1	-5%	4%	0%	-13%	-17%	-13%	-9	-13%	6%	-2%	2%
CN(C)NC1CCS(=O)(=O)C1 (configuration not stated)	1%	-2%	1%	-12%	-1%	-5%[0.365 µM]	-8	-40%	-11%	-9%	-9%
CC12/C(=N/O)C3C4CC5C3/C(=N/O)C1C5C42 (configuration not stated)	1%	0%	2%[2.3 µM]	4%	0%	-9%	15	2%	-2%	-5%	0%
CCCCCCCCc1c(O)nc(-n2[nH]c(C)c(CCO)c2=O)[nH]c1=O	-2%	0%	?	0%	-2%	-4%	-13	-40%	-3%	-2%	3%
COc1ccc(C[C@H]2CN3C(=NC[C@@H]3Cc3ccc(O)cc3)N2CCNC(=O)c2ccc(C)c(Br)c2)cc1	3%	-3%	1%	-3%	?	-5%	-26	-1%	2%	3%	-8%
Cc1ccc(-n2cc(C(=O)O)c(=O)cc2C)c(C)c1	-18%	3%	0%	15%	-6%	6%	?	-5%	-1%	16%	-19%
Cc1nn(CC(=O)Nc2ccc(N3CCOCC3)cc2)c(C)c1Br	6%	-7%	0%	-8%	18%	-3%	3	3%	-2%	5%	0%
COc1cc(C)c(C#N)c(OC)n1	1%	-2%	5%	-10%	-9%	-4%	2	-1%	1%	-3%	1%
COc1ccccc1CNC(=S)NCc1ccc(F)cc1	1%	-6%	-10%	-9%	1%	7.9µM*	4	7.1µM*	-2%	8%	-3%
C=CCn1c(N)c(C(=O)Nc2cccc(C)c2)c2nc3ccccc3nc21	0%	-16%	-9%	-16%	?	0%	-14	-27%	0%	-2%	-2%
O=C(COc1cc2oc(=O)c3c(c2cc1Cl)CCCC3)N1C[C@H]2C[C@@H](C1)c1cccc(=O)n1C2	-3%	.	-1%	10%	-17%	-6%	-14	-8%	-8%	-7%	-3%
COc1cc(OC)cc(C(=O)NCCC(=O)NCCc2ccc(OC)c(OC)c2)c1	0%	1%	-2%	-5%	-7%	-2%	-7	5%	6%	-8%	2%
Cc1ccc(C)c2[nH]c(=O)c(CCNC(=O)c3ccco3)cc12	-4%	-4%	6%	23%	-16%	12%	2	32%	-10%	9%	0%
N#C/C(=C\c1cc(O)c(O)c(O)c1)C(N)=O	17%	-4%	-10%	-12%	.	-12%	-25	26%	-2%	-8%	-2%

Overlap with the part before: 2 entries, followed by the next part.
SMILES	NPC1 prom act	p53 reactivator	FLuc modulator	BRCA1 expr up	Menin MLL FP TR	VP16 counter	Giardia kill	RORg inh	Rab9 promoter act	PKM2 act	ELG1 genotoxic
Cc1ccc(C)c2[nH]c(=O)c(CCNC(=O)c3ccco3)cc12	-4%	-4%	6%	23%	-16%	12%	2	32%	-10%	9%	0%
N#C/C(=C\c1cc(O)c(O)c(O)c1)C(N)=O	17%	-4%	-10%	-12%	.	-12%	-25	26%	-2%	-8%	-2%
Cc1cc(NC(=O)c2c(C)noc2C)no1	0%	1%	2%	65%	.	2%	-7	-13%	2%	-1%	4%
CCOc1cc(/C=C2\SC(=S)N(NS(=O)(=O)c3ccccc3)C2=O)ccc1O	-3%	-4%	?	-19%	?	6%	-22	-3%	1%[1.84 µM]	.	-1%
O=C(c1cccs1)N1CCN(CCCc2ccccc2)CC1	0%	6%	3%	16%	-12%	22%	15	-4%	-1%	5%	3%
CCCCCn1c(N)c(-c2nc3ccccc3s2)c2c([N+](=O)[O-])nn(CC)c(=O)c21	-5%	0%	1%	7%	?	-1%	-6	-6%	-2%	-15%	-19%
O=C(NCCC1=CCCCC1)c1ccc2c(c1)N(Cc1ccccc1)C(=O)CS2	0%	1%	-3%	-40%	-27%	-2%	-3	13%	-2%	-11%	-11%
Cn1cccc1C(=O)OCC(=O)Nc1cccc(S(=O)(=O)N2CCOCC2)c1	0%	-3%	-1%	-5%	-1%	5%	-9	33%	0%	-8%	-7%
Cn1cnnc1SCc1ccc(C#N)cc1Cl	-4%	-9%	1%	13%	13%	-8%	-9	8%	-3%	0%	-2%
CC1=C(C(=O)OC(C)C)C(C2CC=CCC2)NC(=O)N1 (configuration not stated)	0%	-15%	5%	-4%	0%	.	-1	-7%[0.365 µM]	-4%	1%	-1%
Cc1ccc(C(C)C)c(OCC(=O)NCC(c2cccs2)N2CCOCC2)c1 (configuration not stated)	-3%	-6%	6%	-2%	.	.	-30	.	-4%	.	-6%
O=C(Nc1ccccc1N1CCCC1)c1ccccc1Cl	0%	.	1%	-13%	2%	.	12	.	0%	-9%	-1%
CCN(C(=O)COC(=O)c1sccc1C)c1c(N)n(Cc2ccccc2)c(=O)[nH]c1=O	3%	-3%	1%	-28%	.	.	-6	.	1%	.	2%
CC1CCN(C(=O)C2c3ccccc3C(=O)N3CCc4ccccc4C23)CC1 (configuration not stated)	1%	-12%	-1%	-7%	-18%	3%	2	1%	5%	-16%	-2%
COC(=O)[C@@H](Cc1c[nH]c2ccccc12)NC(=O)C1CCCN(S(=O)(=O)c2ccc(C)cc2)C1 (some centres not stated)	0%	-1%	-2%	-27%	14%	?	-8	?	3%	.	-9%
Cc1ccc(-n2c(NN)nc3ccccc3c2=O)c(C)c1	0%	-7%	1%	-36%	24%	20µM*	-1	?	-1%	2%	-2%
Cc1cccc(C(=O)NCC(=O)N2CCCC2)c1	2%	?	0%	46%	.	12%	0	-23%	-1%	-19%	10%
CCOC(=O)c1ccc(N2C(=O)c3n[nH]c(C)c3C2c2ccccn2)cc1 (configuration not stated)	0%	-2%	1%	-5%	-1%[11.7 µM]	3%	37[activator]	6%	10%	-7%	0%
C[C@H](NC(=O)CCCn1nnc2ccccc2c1=O)C(=O)O	-1%	4%	-2%	0%	.	-5%	-7	-1%	-9%	-5%	0%
C(=N\Nc1nc(-c2ccccn2)nc2ccccc12)/c1ccccc1	-9%	?	11µM*	-46%	.	0.5µM*	19	0.089µM*	-30%	-4%	-11%
